aDG glyco act: alpha-DG glycosylation activation; 360,000 tested, 0.22% active; Pro5-aDG cells, alpha-DG glycosylation AlphaScreen (IIH6); 0% Pro5, 100% B10-LARGE cell signal; AID 624168; activation, % at 10 µM;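 active means activation of at least 8% versus controls, or a plate z-score of at least 8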;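 further: Pro5 are CHO cells carrying HIG-tagged alpha-DG that lacks glycosylation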
iPSC survival up: enhancers of human iPSC single-cell survival; hiPSC single-cell survival, ATPlite luminescence; 100% = ROCK inhibitor wells, 0% = DMSO; 360,000 tested, 0.044% active; survival enhancement, % at 20 µM; in the data active means survival enhancement above about 18%;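 further: cells exposed to compounds for 16 hours before the ATP read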
NR2E3 ag-1: human photoreceptor-specific nuclear receptor agonism. Q9Y5X4. CHO-S Gal4-NCOR/VP16-NR2E3 two-hybrid, luciferase. inhibition of corepressor binding, % at 3.98 µM. 360,000 tested, 0.35% active. AID 602229;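 active means inhibition above the mean of all tested compounds plus 3 SD, cut at about 70% in these data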;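 further: 0% = DMSO with NR2E3 transfected cells and 100% = cells lacking NR2E3 construct; higher means lower luciferase signal from less NR2E3 corepressor binding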
Target sequence (Q9Y5X4 whole entry, looked up, the tested form may be a part): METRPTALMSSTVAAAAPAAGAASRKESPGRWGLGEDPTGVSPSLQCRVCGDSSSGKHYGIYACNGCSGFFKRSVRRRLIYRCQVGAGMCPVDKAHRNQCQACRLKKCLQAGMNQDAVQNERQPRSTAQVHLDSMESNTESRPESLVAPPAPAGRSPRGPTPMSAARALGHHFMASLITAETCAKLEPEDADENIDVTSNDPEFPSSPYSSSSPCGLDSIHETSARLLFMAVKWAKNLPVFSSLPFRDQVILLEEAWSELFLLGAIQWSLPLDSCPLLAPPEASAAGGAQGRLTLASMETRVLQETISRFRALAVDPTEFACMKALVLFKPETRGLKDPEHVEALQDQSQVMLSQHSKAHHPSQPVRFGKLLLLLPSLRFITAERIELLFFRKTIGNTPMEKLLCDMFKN
NR2E3 ag-2: activates human photoreceptor nuclear receptor NR2E3; GST-NR2E3/biotin-RetCOR TR-FRET, 1536-well; inhibition of corepressor binding, % at 4.78 µM; 320,000 tested, 0.12% active; AID 2300;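 active means percent inhibition above the cutoff of mean plus 3 SD of all tested compounds, set per screening campaign, cut at about 20% in these data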;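 further: 0% = DMSO wells and 100% = biotin wells as full block of FRET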
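System: GST-NR2E3 and biotin-RetCOR proteins; probe or stimulus: 7 nM biotin-RetCOR; doses: compound at 4.8 µM, single dose; schedule: Compound–protein incubation for 5 h at 4 °C; detection: time-resolved FRET; read-out: percent inhibition; controls: biotin wells as high control, 0.6% DMSO wells as low control; format: 1536-well plates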
TWEAK-Fn14 inh: inhibitors of TWEAK-Fn14 interaction signaling | inhibition, % at 10 µM | 360,000 tested, 2% active | TWEAK-stimulated Fn14 reporter cells, luciferase luminescence, 8 h; in the data active means inhibition above about 50%
TRPM1 prom inh: MITF TRPM1 promoter inhibition in SK-MEL-5 cells | AID 488899 | SK-MEL-5 TRPM1 promoter luciferase, 24 h | 330,000 tested, 0.83% active | inhibition, % at 12.5 µM;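 active means mean inhibition across replicates of 60% or more, whatever share of single replicates reaches that level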; further: values of inactives mirror those of a sister screen read the other way
KKLEB tox: CF airway cell cytotoxicity counter-screen | KKLEB CF airway cells viability, ATPlite luminescence, overnight; active compounds read low; cells stimulated with P. aeruginosa culture filtrate | activity change (cytotoxicity), % at 5 µM | 360,000 tested, 0.36% active | AID 602141;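 active means corrected activity change at or below -50% at 5 µM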
CF NFkB block: cystic fibrosis NF-kB activation inhibition. inhibition, % at 5 µM. KKLEB NF-kB-GFP reporter, PAF-induced, GFP fluorescence overnight. AID 588850. 360,000 tested, 0.86% active;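 active means at least 50% inhibition at 5 µM, scaled per plate between neutral and stimulator controls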;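 further: PAF is a Pseudomonas aeruginosa culture filtrate used as stimulus; plate controls were PAF-stimulated DMSO wells for no effect and unstimulated DMSO wells for full effect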
Shn3 inh set2: Schnurri-3 reporter inhibition in Clone20 osteoblasts; Clone20 osteoblast Shn3 3'UTR firefly luciferase, 24 h; inhibition, % at 12.5 µM; 360,000 tested, 0.52% active; AID 588674;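 active means mean inhibition of at least 75% with every replicate also reaching 75%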;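 further: 0% = median of neutral control wells and 100% = pilot-screen positive control compound; some compounds past the cut are filed as inactive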
Peg3 prom inh: reduces Peg3 promoter-driven luciferase expression in HeLa. inhibition, % at 20 µM. 360,000 tested, 1.7% active. HeLa PEG-Prom luciferase reporter, luminescence, overnight. AID 588405;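 active means inhibition of at least 50% at 20 µM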
HIF-2a inh: blocks HIF-2a reporter activity; 786-0 RCC cells HIF-2a reporter, luciferase luminescence, overnight; inhibition, % at 18.8 µM; 360,000 tested, 0.72% active; AID 624352;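 active means inhibition of the luminescence signal of 40% or more relative to plate controls, in a single-dose primary screen at 18.75 µM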
Active calls of the source: *; · = not tested or not shown.

SMILES	aDG glyco act	iPSC survival up	NR2E3 ag-1	NR2E3 ag-2	TWEAK-Fn14 inh	TRPM1 prom inh	KKLEB tox	CF NFkB block	Shn3 inh set2	Peg3 prom inh	HIF-2a inh
COC(=O)C(CCCCNC(=O)c1ccc([N+](=O)[O-])cc1)NC(=O)c1ccc([N+](=O)[O-])cc1 (centres undefined)	0.2	1.4	2	-2	-14	-5	5	2	7	7	11
O=C(CC1CC2CCC1C2)Nc1nc(-c2ccccn2)cs1 (centres undefined)	1.7	8.7	26	-1	0	-7	-17	0	-13	-145	-191
CCN(CC)CCCN(Cc1cc2cc3c(cc2[nH]c1=O)OCO3)C(=S)NCCOC	0.3	-0.2	-6	-2	-23	-10	-22	-15	-18	15	17
O=C(NCc1ccccc1)C1=C[C@@H](c2ccc(C(F)(F)F)cc2)C[C@@H](OCCCCO)O1	-0.1	-1.2	-21	-1	-7	-5	8	-25	0	-8	1
Oc1ccc(Br)cc1-c1nc2cnccn2c1NC1CCCC1	-0.1	0.9	-4	-1	62*	-7	-26	80*	32	12	21
N#CNC(=Nc1cccc(F)c1)SCc1cccc(F)c1	0.5	-3.2	-43	4	18	-14	-2	37	2	21	-18
Cc1cc(C)n(CC(=O)c2cccc([N+](=O)[O-])c2)n1	-0.1	-0.5	7	2	0	6	-14	5	-6	7	10
CCCc1oc(C(=O)O)cc1CN	0.0	3.7	-1	3	4	3	5	-6	9	10	-12
Cc1nc(SCC(=O)Nc2ccc3[nH]c(=O)[nH]c3c2)nc(C)c1C	-0.1	-2.9	-17	·	6	16	-22	-16	-8	-6	-3
CC1(c2nnnn2-c2ccc3c(c2)OCCO3)CCC(=O)N1C1CCN(Cc2ccccc2)CC1 (centres undefined)	0.0	-0.2	10	·	80*	·	·	·	·	·	18
O=C(COc1ccc(S(=O)(=O)N2CCCC2)cc1)Nc1ccc(F)cc1	0.1	-0.2	-26	3	-10	-4	-4	5	8	4	6
COC(=O)c1ccc(OCC(O)CN2CCN(CC(O)COc3ccc(C(=O)OC)cc3)CC2)cc1 (centres undefined)	0.2	-0.7	-10	3	4	5	-6	-24	5	6	17
CC(O/N=C/c1ccccc1OC(F)F)C(=O)Nc1cccc(S(=O)(=O)N2CCOCC2)c1 (centres undefined)	0.1	0.0	4	2	-6	6	-2	4	5	28	16
Cc1cc(C)cc(NS(=O)(=O)c2cc(Br)cnc2N)c1	-0.1	-0.1	-17	1	9	5	5	17	-1	17	15
Cc1ccccc1NC(=O)CCS(=O)(=O)c1ccc(Br)cc1	0.3	-0.7	-7	4	23	-12	2	6	1	5	18
COc1ccc(N2CCN(C(=O)C(=O)c3cn(CC(=O)N4CCCCCC4)c4ccccc34)CC2)cc1	0.3	-0.1	-21	0	-7	19	-4	5	14	23	13
CN(Cc1cccs1)C(=O)c1cc(S(=O)(=O)N2CCOCC2)ccc1N1CCCC1	0.2	-0.4	6	-1	1	2	-8	-28	1	-6	5
CCCN(Cc1nnc(-c2cccs2)o1)C(=O)c1cc(S(=O)(=O)N2CCOCC2)ccc1C	0.1	1.3	-24	2	13	5	-18	2	1	-7	9
Cc1nn(C)c2ncc(C(N)=O)c(Oc3cccnc3)c12	0.0	-0.3	-1	1	-7	-1	4	6	-6	15	15
CC1CCCN(C(=S)SCC(=O)c2cc(Br)cc(Br)c2O)C1 (centres undefined)	0.5	-0.8	-3	0	31	2	10	-13	11	8	19
O=C(O)/C=C/c1ccc(S(=O)(=O)N2CCN(CCN3C(=O)C4C5C=CC(C5)C4C3=O)CC2)cc1 (centres undefined)	0.1	0.6	-15	0	1	-2	5	-13	10	-2	7
Cc1cccc(C)c1Nc1nnc(SCC(=O)Nc2sccc2C#N)s1	0.1	2.7	6	-1	5	7	0	-11	4	-11	4
Cc1ccc(C)c(NC(=O)CN(C)C(=O)c2cccc(S(=O)(=O)N(C)C)c2)c1	0.1	-1.2	-29	2	-19	12	-5	0	5	20	6
Cc1ccc(SCC(=O)Nc2cc(S(=O)(=O)N3CCCCC3)ccc2C)cc1	0.5	-4.5	2	·	1	3	-3	1	51	-14	-11
COc1ccc(CC(=O)NCC2CCCN(Cc3ccc(OC(F)(F)F)cc3)C2)cc1 (centres undefined)	0.1	0.9	-4	2	1	7	7	-7	5	20	16
O=C(CSc1nnc(C2CC2)n1CC1CCCO1)Nc1cccc(Cl)c1 (centres undefined)	0.0	0.9	-17	0	14	6	4	8	6	0	12
O=C(NCC1CCN(Cc2ccccc2F)CC1)Nc1ccccc1F	0.0	-0.8	-13	0	2	-24	-16	-6	12	6	-10
Cc1ccc(NC(=O)c2cccc(S(=O)(=O)N3CCCC3)c2)nc1	-0.1	-0.4	-26	0	5	4	-11	7	-32	-72	-103
CC(C)c1ccc(OCC(=O)NC2CC(C)(C)NC(C)(C)C2)c(Br)c1	1.6	-0.2	-24	-1	8	-20	3	-3	-9	1	-15
Cc1cc(C(=O)Nc2cc(C)n(Cc3ccc(Cl)cc3)n2)no1	0.4	-0.3	-41	-3	-2	8	7	-15	-15	-11	-39
Cn1cnnc1SCC(=O)c1ccco1	0.0	-1.3	-11	2	3	2	4	-8	1	-6	-5
COc1cc(C(=O)Oc2cccc(C=O)c2)cc(OC)c1OC	0.0	-1.1	-4	2	-24	1	-4	-2	8	3	3
COC(=O)c1[nH]nc2c1C(=O)N(C1CCCCC1)C2=O	0.0	-0.1	2	0	2	7	-4	22	-31	0	10
CC1CC(C)CN(CCCNC(=O)COc2cc(=O)n(C)c3ccccc23)C1 (centres undefined)	-0.1	1.8	3	1	-9	2	-2	2	10	4	2
COc1ccc(/C=N/N=C2/NC(=O)C(c3ccccc3)S2)c(OC)c1 (centres undefined)	-0.2	-1.2	-6	2	-21	-13	2	-1	-17	-9	4
O=S(=O)(c1cc(Cl)ccc1Br)N1CCOCC1	-0.1	0.6	3	4	-21	-1	0	4	19	6	7
COCCCC1CCN(Cc2nc(Cc3ccccc3Cl)no2)CC1	-0.2	-1.4	-12	2	-18	-6	-9	7	-5	6	-11
COc1ccc(-c2nnn(CC(=O)c3c[nH]c4ccccc34)n2)cc1OC	0.3	-1.2	-19	4	-32	20	3	8	17	-2	0
CN(C)N1C(=O)CC(C)(c2ccc([N+](=O)[O-])cc2)C1=O (centres undefined)	-0.4	0.7	30	-5	5	-9	10	-3	-15	-2	1
CCC/C=N/Nc1nc2ccccc2s1	-0.1	-1.9	-129	6	-9	-67	-19	22	-108	-323	-232
Cc1ccc(-c2nnc(Sc3nc4ccccc4o3)c3ccccc23)cc1	0.6	-2.8	-70	2	38	-28	-15	35	1	-48	-27
N#Cc1ccc(N2Cc3ccccc3C2=NC(=O)c2cccs2)cc1	-0.5	0.0	-33	4	-19	-33	6	-10	-18	-90	-136
COc1cccc(/C=N/NC(=O)C(=O)N2CCCC2)c1OC	0.2	3.3	-3	3	18	3	6	-6	4	27	20
CCOc1cc2[nH]c(=S)n(C(C)C)c(=O)c2cc1OCC	-0.3	0.9	11	0	19	16	-10	-8	-6	10	7
Cc1ccc2nsnc2c1S(=O)(=O)Nc1ccccc1C(=O)O	-0.1	0.7	-8	-1	-21	4	11	-21	-14	11	4
COCCN1C(=O)c2ccccc2C(C(=O)NCC2CCCO2)C1c1c[nH]c2ccccc12 (centres undefined)	-0.1	-3.7	-5	0	-2	5	-8	9	-6	-8	18
c1ccc2cc(OCCOCCOc3ccc4ccccc4c3)ccc2c1	0.1	-0.6	39	-4	4	-5	-8	12	-4	-3	-13
COc1ccc(Cl)cc1-c1cc(C(=O)NCC2CCCCC2)[nH]n1	0.3	-2.2	0	·	17	·	7	2	-4	-22	-10

Given as labelled records: 2 of the compounds above.
> N#Cc1ccc(N2Cc3ccccc3C2=NC(=O)c2cccs2)cc1
- aDG glyco act: -0.5
- iPSC survival up: 0.0
- NR2E3 ag-1: -33
- NR2E3 ag-2: 4
- TWEAK-Fn14 inh: -19
- TRPM1 prom inh: -33
- KKLEB tox: 6
- CF NFkB block: -10
- Shn3 inh set2: -18
- Peg3 prom inh: -90
- HIF-2a inh: -136

> c1ccc2cc(OCCOCCOc3ccc4ccccc4c3)ccc2c1
- aDG glyco act: 0.1
- iPSC survival up: -0.6
- NR2E3 ag-1: 39
- NR2E3 ag-2: -4
- TWEAK-Fn14 inh: 4
- TRPM1 prom inh: -5
- KKLEB tox: -8
- CF NFkB block: 12
- Shn3 inh set2: -4
- Peg3 prom inh: -3
- HIF-2a inh: -13

Later entries:
SMILES	aDG glyco act	iPSC survival up	NR2E3 ag-1	NR2E3 ag-2	TWEAK-Fn14 inh	TRPM1 prom inh	KKLEB tox	CF NFkB block	Shn3 inh set2	Peg3 prom inh	HIF-2a inh
CC(C)(C)c1ccc(C(=O)Nc2cccc3ncccc23)cc1	0.1	-0.1	-17	5	16	-13	10	-13	-1	-47	-56
CC(=O)Nc1ccc(S(=O)(=O)N2CCN(CCCOc3cc(C)ccc3C)CC2)cc1	2.1	0.2	17	2	0	8	8	-3	43	4	-3
Cc1ccc([N+](=O)[O-])cc1N=C(c1cccc([N+](=O)[O-])c1)N1CCOCC1	-0.4	-0.3	-15	-1	-3	-6	-8	-7	11	20	16
COc1ccc(-c2cc(-c3ccc(C)cc3)n[nH]2)c(O)c1	0.1	0.0	-162	0	13	-62	7	-32	-52	-410	-309
Cc1cc(C)c(S(=O)(=O)N2CCCOC2CNC(=O)C(=O)NCCc2c[nH]c3ccccc23)c(C)c1 (centres undefined)	0.8	-0.4	12	0	33	9	6	-35	42	41	13
CC1CCCC(NC(=O)Cn2cc3c(n2)CCCCC3)C1C (centres undefined)	-0.1	-0.3	-15	1	4	5	-1	22	-4	-9	-1
O=C(CCS(=O)(=O)c1ccc(Cl)cc1)NC1CCCC1	-0.3	0.3	-4	·	2	0	3	-6	5	-13	6
CSCc1ccc(C(=O)N2CCC(N3CCC(C(=O)NC(C)C)CC3)CC2)o1	-0.2	-0.4	-38	0	5	-7	-2	8	-35	-12	10
COc1ccc(-c2nc(N)n(C(=O)c3ccco3)n2)cc1	-0.1	-0.6	-7	2	-23	-10	12	-1	-7	-13	-25
CN1CCN(NC(=O)/C=C/c2ccc(Br)cc2)CC1	-0.1	1.2	-55	4	-19	-15	-8	-8	-14	-42	-51
CC/C(=N\O)c1ccc(O)c(OC)c1	-0.1	0.1	-7	1	15	-5	10	9	-6	8	3
Cc1oc(-c2cccc(Cl)c2)nc1CS(=O)(=O)CC(=O)NCCN1CCCC1	-0.1	4.2	-21	2	11	·	-7	7	-3	-7	7
COc1cc2c(cc1OC)CN(C(=O)c1cccs1)CC2	0.2	-0.9	-2	0	-4	6	1	6	-10	0	6
CCOc1ccccc1CN1CCN(C2CCN(c3ccccc3F)CC2)CC1CCO (centres undefined)	0.1	-3.2	11	6	19	14	8	2	3	11	14
CCCCCC(=O)N1C[C@@H](n2cc(C3CC3)nn2)[C@H](O)C[C@@H]1c1ccccc1	0.0	0.7	4	·	0	·	1	-4	-19	4	-1
C=CCn1c(SCC(=O)NC)nc2sc3c(c2c1=O)CCC3	0.1	-0.8	-28	8	-15	-30	-7	-12	-9	4	7

Screening results deposited in PubChem BioAssay by several laboratories.
